Source: PubChem BioAssay
RGS4 inhibitor: Inhibitors of Regulator of G Protein Signaling (RGS) 4: qHTS. Potency, µM (titrated, usually from 114 µM), without a hit: at the top dose activity change, negative = inhibition, usual class: inhibitors. 390,000 compounds, 0.039% hits. AID 504845, 2011. Transcreener GDP fluorescence polarization, RGS4-accelerated GTP hydrolysis. Regulator of G-protein signaling 4 (Homo sapiens), P49798; note: potency is the fitted concentration of half-maximal effect; % is set by controls: 0 for no effect and ±100 for the full control effect; nearly all actives have a fitted effect of over 75% in size; some results filed as inactive show a strong effect at the top dose
Target sequence (P49798 whole entry, looked up): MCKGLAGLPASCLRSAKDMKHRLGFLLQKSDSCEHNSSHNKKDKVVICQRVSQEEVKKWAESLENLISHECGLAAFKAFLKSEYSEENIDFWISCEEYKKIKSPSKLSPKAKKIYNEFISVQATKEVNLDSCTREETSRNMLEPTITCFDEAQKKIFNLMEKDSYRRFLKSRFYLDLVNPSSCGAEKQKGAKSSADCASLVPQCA
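MLSMR compounds (23 nl, pin-transferred) preincubated 10 min at room temperature with a 500nM (2x) first reagent, then RGS4 at 900nM (2x) plus Transcreener GDP mix added; fluorescence polarization (620/688 nm) read before and after 90 min at 30 °C.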
TrxR1 substrate: qHTS Assay for Substrates of Mammalian Selenoprotein Thioredoxin Reductase 1 (TrxR1): qHTS; Potency, µM (titrated, usually from 114 µM), inactives show at the top dose activity change, negative = substrate turnover; 390,000 compounds, 0.01% hits; AID 588456, 2011; purified TrxR1 substrate turnover, NADPH consumption readout; note: potency is the fitted concentration of half-maximal effect; % is set by controls: 0 for no effect and ±100 for the full control effect; nearly all actives have a fitted effect of over 50% in size
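Rat TrxR1, dispensed at 90 nM, was prereduced with 400 uM NADPH (final) for 5 min at ~22 deg C, then incubated with compound 15 min before 400 uM selenite. A first-read NADPH fluorescence drop versus no-compound background flagged substrates.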
rTrxR1 inhibitor: qHTS Assay for Inhibitors of Mammalian Selenoprotein Thioredoxin Reductase 1 (TrxR1): qHTS. Thioredoxin reductase 1, cytoplasmic (Rattus norvegicus), O89049. recombinant rTrxR1, NADPH fluorescence consumption, selenite substrate. Potency, µM (titrated, usually from 114 µM), for the others: top-dose activity change, negative = inhibition, actives largely listed as inhibitors. 390,000 compounds, 1% hits. AID 588453, 2011; note: potency is the fitted concentration of half-maximal effect; % is set by controls: 0 for no effect and ±100 for the full control effect; nearly all actives have a fitted effect of over 65% in size
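Rat TrxR1 (90 nM in the dispensed reagent) was pre-reduced with 400 uM NADPH for 5 min at room temperature, then incubated with compound for 15 min. After 400 uM selenite was added, NADPH fluorescence (Ex 340/Em 450 nm) was followed for 8 min.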
Vif-APOBEC3G blk: qHTS for Inhibitors of Vif-A3G Interactions: qHTS; DNA dC->dU-editing enzyme APOBEC-3G (Homo sapiens), Q9HC16; HeLa A3G-eYFP + Vif (tagged APOBEC3G with the HIV-1 protein that degrades it), YFP fluorescence, overnight; Potency, µM (series often up to 46.1 µM), without a hit: at the top dose activity, negative = active, most hits filed as inhibitors; 410,000 compounds, 0.076% hits; AID 602310, 2012;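 note: potency is the fitted concentration of half-maximal effect; % is set by controls: 0 for no effect and ±100 for the full control effect; nearly all actives have a fitted effect of over 60% in size; hits raise eYFP signal because A3G escapes Vif-driven loss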
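Read-out is eYFP fluorescence (Ex 488/Em 500-530) from Vif-expressing HeLa A3G-eYFP cells; more signal means A3G escaped Vif-mediated degradation. Cells plated overnight, compound pinned in, incubated overnight at 37 deg C.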
GRP78 ERSR act: qHTS for Inducers of the Endoplasmic Reticulum Stress Response (ERSR) in Human Glioma: qHTS; U87-MG GRP78 promoter luciferase reporter, 16 h; Potency, µM, for the others: top-dose activation, hits mostly activators; 420,000 compounds, 0.02% hits; AID 602332, 2012; note: potency is the fitted concentration of half-maximal effect; series mostly up to about 76 µM; % of control where 0% means no effect; nearly all actives have a fitted effect of over 35% in size
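Stably transfected U87-MG glioma cells carrying a GRP78-based luciferase sensor; 16 h compound incubation. Luminescence end-point read 10 min after Bright-Glo addition at room temperature.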
mIDH1 inhibitor: qHTS for Inhibitors of mutant isocitrate dehydrogenase 1 (IDH1): qHTS; IDH1-R132H enzyme, NADPH consumption, diaphorase/resazurin fluorescence; 390,000 compounds, 0.093% hits; Potency, µM (doses to about 76.6 µM), without a hit: at the highest dose activity change, negative = inhibition, most hits filed as inhibitors; note: potency is the fitted concentration of half-maximal effect; % is set by controls: 0 for no effect and ±100 for the full control effect; nearly all actives have a fitted effect of over 65% in size
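IDH1-R132H (0.5 ug/mL) preincubated 30 min with compound, then NADPH (0.016 mM) and alpha-KG (2 mM) added; 80 min at RT, pH 7.5. Remaining NADPH coupled via diaphorase/resazurin to fluorescence (540/590 nm); concentration-response curves normalized to no-enzyme control.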
USP1-UAF1 inh: Inhibitors of USP1/UAF1: Primary Screen; Ubiquitin carboxyl-terminal hydrolase 1 (Homo sapiens), O94782; recombinant USP1/UAF1, Ub-Rhodamine cleavage fluorescence; Potency, µM (highest dose often 57.1 µM), without a hit: top-dose activity change, negative = inhibition, usual class: inhibitors; 390,000 compounds, 0.23% hits; AID 743255, 2014; note: potency is the fitted concentration of half-maximal effect; % is set by controls: 0 for no effect and ±100 for the full control effect; nearly all actives have a fitted effect of over 60% in size; inactives centre near -12
Target sequence (O94782 whole entry, looked up): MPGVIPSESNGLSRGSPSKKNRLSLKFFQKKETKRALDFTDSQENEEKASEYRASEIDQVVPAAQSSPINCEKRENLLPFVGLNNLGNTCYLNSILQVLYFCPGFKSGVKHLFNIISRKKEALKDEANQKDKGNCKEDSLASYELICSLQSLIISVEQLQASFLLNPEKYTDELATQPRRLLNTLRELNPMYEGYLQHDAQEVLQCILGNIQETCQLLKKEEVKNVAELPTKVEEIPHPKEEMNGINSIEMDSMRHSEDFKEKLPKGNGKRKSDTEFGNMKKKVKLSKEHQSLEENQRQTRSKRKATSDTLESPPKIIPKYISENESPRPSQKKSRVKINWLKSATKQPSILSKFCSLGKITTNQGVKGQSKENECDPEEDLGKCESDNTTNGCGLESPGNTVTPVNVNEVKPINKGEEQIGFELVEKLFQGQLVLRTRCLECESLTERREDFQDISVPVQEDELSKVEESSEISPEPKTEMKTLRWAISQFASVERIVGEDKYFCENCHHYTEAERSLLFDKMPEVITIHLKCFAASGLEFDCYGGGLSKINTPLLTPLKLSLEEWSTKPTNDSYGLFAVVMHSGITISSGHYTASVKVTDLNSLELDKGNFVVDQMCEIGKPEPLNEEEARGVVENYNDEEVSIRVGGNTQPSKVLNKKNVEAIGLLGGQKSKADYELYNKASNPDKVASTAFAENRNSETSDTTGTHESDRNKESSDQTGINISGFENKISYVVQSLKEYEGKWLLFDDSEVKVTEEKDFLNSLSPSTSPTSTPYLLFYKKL
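In this screen, compounds sit with the deubiquitinase complex (1nM) for 15 min at room temperature before Ub-Rho is added at 150nM final. Fluorescence rise is then followed for 6 reads every 60 seconds.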
LDHA inh: qHTS assay for inhibitors of human lactate dehydrogenase; L-lactate dehydrogenase A chain (Homo sapiens), P00338; purified LDHA, NADH/diaphorase-resazurin fluorescence; hits give low values; activity change, % (values are at about 110 or 230 µM); 480,000 compounds, 0.15% hits; in the data active = activity change below about -30%; inconclusive = mostly about -25% to -30%;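 note: plate controls were DMSO wells for no effect and wells without enzyme for full effect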
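LDH5 2 nM; NADH 0.06 mM, pyruvate 0.2 mM; 200 mM Tris pH 7.4, EDTA, Tween-20; 5 min RT. Detection: diaphorase 0.133 mg/mL + resazurin 37 µM, fluorescence ex540/em590 at 0 and 20 min; normalized to enzyme-free and DMSO wells.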
Vif-A3F inh: qHTS for Inhibitors of Vif-A3F Interactions: qHTS; HeLa A3F-eYFP + Vif (tagged APOBEC3F with the HIV-1 protein that degrades it), YFP fluorescence increase; Potency, µM (top dose mostly 46.1 µM), for inactives: at the top dose activity, negative = active; 390,000 compounds, 0.2% hits; note: potency is the fitted concentration of half-maximal effect; % of control where 0% means no effect; nearly all actives have a fitted effect of over 65% in size
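Fluorescence increase (Ex 488/Em 500-530) after overnight compound treatment at 37 deg C flags inhibition of Vif-driven A3F-eYFP loss in stable HeLa A3F-eYFP/Vif cells seeded overnight beforehand.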
* hit, by the source's call; ? = inconclusive; nt = no result given; & = joins results of further samples; [ ] = dose if it differs, or a comment. Unless noted, calls come from the whole dose curve; as a rule, active = well fitted curve in the direction sought with a large enough effect; inconclusive = small, poorly fitted or top-dose-only effect, or another doubt; inactive = no such curve, though single readings can be large; an effect the other way counts as inactive or inconclusive. This is a subset; the hit share may differ from the screen's.

SMILES	RGS4 inhibitor	TrxR1 substrate	rTrxR1 inhibitor	Vif-APOBEC3G blk	GRP78 ERSR act	mIDH1 inhibitor	USP1-UAF1 inh	LDHA inh	Vif-A3F inh
CCCCCC1=C(C(=O)OC)C(C(=O)OCC)N(S(=O)(=O)C(F)(F)F)c2ccccc21 (stereo not given)	-10%	6%	40%[activator]	-4%	-1%&-3%	2%	-28%	1	0%
CCOc1ccc(NC(=O)NCCCN2CCCC2)cc1	10%	12%[57.1 µM]	4%[57.1 µM]	-1%	0%	-3%	-16%	-1	-10%
COc1ccc(Cl)cc1Nc1ccc2cc(S(=O)(=O)N3CCCCC3)ccc2n1	-11%	4%[57.1 µM]	8%[57.1 µM]	2%	-2%	11%	-17%	8	3%
Cc1ccnc(NS(=O)(=O)c2ccc(NC(=O)CCc3ccccc3)cc2)n1	-2%	-3%	4%	-2%	-4%	1%	4%	-9	-16%
COc1ccc(C(C)(C)C)cc1NC(=O)CCCN1C(=O)CN(C)C1=O	-2%	-5%	-7%	5%	-1%	-2%	-4%	-5	-3%
CN(C)S(=O)(=O)c1cccc(NC(=O)CN2C(=O)C3C4C=CC(C4)C3C2=O)c1 (stereo not given)	1%	1%	11%	-2%	-4%	2%	-20%	-7	-5%
O=C(Nc1ccccc1)c1ccc2snnc2c1	?	-2%	9%	0%	12%	-2%	-15%	-4	9%
Cc1ccccc1N(CC(=O)N1CCc2ccccc2C1)S(C)(=O)=O	2%	4%	18%	2%	-4%	-2%	-21%	-1	0%
Cc1ccc(-c2ccc(/C=N/NC(N)=S)o2)cc1	?	4%[57.1 µM]	0%[57.1 µM]	-19%	10%	-5%	-13%	-8	5.6µM*
O=C(OCc1ccccc1)N1C=CC2CC1c1c(Cl)cccc12 (stereo not given)	7%	10%[2.29 µM]	36%[activator]	-17%	-3%	6%[38.3 µM]	-13%	-8	-1%
Cc1ccc2c(c1)C=CC(C)(C)S2(=O)=O	2%	1%	8%	0%	-1%	-7%	-9%	-3	5%
Cc1ccc(NC(=S)Nc2cccc3cnccc23)cc1	-50%	-1%[57.1 µM]	?	-2%	4%	5%	-28%	13	0%

Looked up one by one from the list above, 2 records:
SMILES	RGS4 inhibitor	TrxR1 substrate	rTrxR1 inhibitor	Vif-APOBEC3G blk	GRP78 ERSR act	mIDH1 inhibitor	USP1-UAF1 inh	LDHA inh	Vif-A3F inh
Cc1ccccc1N(CC(=O)N1CCc2ccccc2C1)S(C)(=O)=O	2%	4%	18%	2%	-4%	-2%	-21%	-1	0%
CCCCCC1=C(C(=O)OC)C(C(=O)OCC)N(S(=O)(=O)C(F)(F)F)c2ccccc21 (stereo not given)	-10%	6%	40%[activator]	-4%	-1%&-3%	2%	-28%	1	0%

Results in rTrxR1 inhibitor and GRP78 ERSR act, for some of the entries so far:
SMILES	rTrxR1 inhibitor	GRP78 ERSR act
COc1ccc(C(C)(C)C)cc1NC(=O)CCCN1C(=O)CN(C)C1=O	-7%	-1%
CN(C)S(=O)(=O)c1cccc(NC(=O)CN2C(=O)C3C4C=CC(C4)C3C2=O)c1 (stereo not given)	11%	-4%
O=C(Nc1ccccc1)c1ccc2snnc2c1	9%	12%
Cc1ccccc1N(CC(=O)N1CCc2ccccc2C1)S(C)(=O)=O	18%	-4%

Next section.
SMILES	RGS4 inhibitor	TrxR1 substrate	rTrxR1 inhibitor	Vif-APOBEC3G blk	GRP78 ERSR act	mIDH1 inhibitor	USP1-UAF1 inh	LDHA inh	Vif-A3F inh
Cn1ccs/c1=N\C(=O)Nc1cccc(Cl)c1	-20%[11.4 µM]	-6%	-4%	1%	-2%	12%	-28%	-1	0%
O=C(Nc1ccn(CCCNC2CCN(Cc3ccccc3)CC2)c(=O)n1)OCc1ccccc1	nt	nt	nt	0%	-1%	8%	-28%	-10	-14%
Cc1ccc(NC(=O)CCn2nc(C)cc2C)cc1	31%	14%[57.1 µM]	11%[57.1 µM]	2%	-5%	5%	-1%	-9	-28%
O=c1c(-c2ccc(F)cc2)[n+]([O-])c2ccccc2n1OCc1ccccn1	?	-3%[57.1 µM]	10%[57.1 µM]	1%	0%	-5%	-2%	-5	2%
O=C(CCc1ccccc1)Nc1cc(C(F)(F)F)ccc1Cl	-9%	3%	16%	2%	0%	2%	-3%	-5	-9%
O=C(Nc1ccccc1)Nc1ccc(Oc2cccnc2)nc1	4%	-1%	3%	2%	2%	24%	-3%	1	14%
Cc1ccccc1N1C(=O)CC(c2c[nH]c3ccccc23)C1=O (stereo not given)	-9%	-5%	25%	0%	-1%	4%	-20%	0&-1	5%
CC(=O)Nc1ccc(S(=O)(=O)N(C)CC(=O)NC2=NCCS2)cc1	-27%	-15%	11%[57.1 µM]	-1%	-8%	-3%	-11%	-5	-1%
COc1cc2c(cc1OC)-c1cc(Nc3cccc(F)c3)nc(=O)n1CC2	-1%	9%[57.1 µM]	33%[57.1 µM]	-6%	2%	9%	?	-5	8%
O=C(COC(=O)CNS(=O)(=O)c1ccc(F)c(F)c1F)NC1CC1	-1%	-4%	-3%	0%	-1%	3%	-9%	-1	-4%
Cc1ccc(C(=O)N/C(N)=N/c2nc3ccccc3o2)cc1	3%	9%	-3%	-4%	7%	12%	-9%	-13	-10%
CCN(CC(=O)Nc1cc(Cl)ccc1C)C(=O)Cc1sc(C)nc1-c1ccc(F)cc1	14%	1%[57.1 µM]	12%[57.1 µM]	0%	-4%	-2%	-4%	-4	-10%
COc1ccc(-c2nc3ccc(C(=O)NCC(OC)OC)cc3nc2-c2ccc(OC)c(OC)c2)cc1OC	-17%	-4%	11%	-9%	-2%	-2%	-21%	2	-8%
c1ccc(C(=C2CCCO2)c2ccccc2)cc1	-9%	4%[11.4 µM]	16%[11.4 µM]	-1%	-3%	2%	-8%	-4	14%
COCCNC(=O)CN(CC1CCCO1)C(=O)CCC(=O)Nc1ccccn1 (stereo not given)	-10%	10%[57.1 µM]	8%[57.1 µM]	1%	-5%	1%	-12%	-4	-1%
NC(=O)COC(=O)c1cc([N+](=O)[O-])ccc1NCCO	-5%	-10%	-1%	4%	1%	2%	-8%	-2	-10%
COCCCn1c(=NC(=O)c2ccncc2)c(C#N)cc2c(=O)n3cccc(C)c3nc21	-1%	329%[activator]	-21%	0%	-4%	0%	1%	2	-1%
COC(=O)CCC(=O)Nc1ccccc1C(=O)Nc1ccccc1	-7%	-6%	2%	-5%	-3%	16%	-20%	-3	-2%
COc1ccc(CNC(=O)CN(C)S(=O)(=O)c2ccc(Cl)cc2)cc1	9%	-2%	21%	6%	-6%	-2%	-12%	-2	0%
CN(Cc1ccccc1)C(=O)CN1CCN(S(=O)(=O)c2ccc(Cl)c(Cl)c2)CC1	10%	1%	4%	-1%	-3%	1%	-22%	3	-12%
CCOc1ccc(OCC(=O)NCCS(=O)(=O)N2CCN(c3ccccc3F)CC2)cc1	-5%	6%[57.1 µM]	26%[57.1 µM]	2%	0%	-5%	?	-5	-1%
CC(=O)C1=C(NC(=O)c2ccc(F)cc2)CC2C1C2(C)C (stereo not given)	33%	-9%	-7%	3%	1%	7%	-9%	-6	13%
C/C(=N/NC(=O)c1cc(O)c(O)c(O)c1)c1ccc([N+](=O)[O-])cc1	-42%	-6%	-3%	2%	-3%	10%	-13%	7	-5%
O=C(Cn1ncc2c3ccccc3n(Cc3ccc(F)cc3)c2c1=O)NCc1ccccn1	-14%	7%	-12%	-4%	-3%	-15%	-7%	-3	-4%
COc1ccc(/C=C(\C#N)C(=O)OCC(=O)NC(=O)NCCC(C)C)cc1	0%	4%	8%	3%	0%	4%	-10%	1	-14%
Cc1ccc(S(=O)(=O)c2nc(-c3ccco3)oc2SCc2ccccc2Cl)cc1	9%	-4%	5%	-3%	-3%	-4%	-12%	-2	-3%
OCC1(Cc2ccccc2)CCN(Cc2ccc(-c3ccco3)cc2)CC1	-14%	-12%	-36%	1%	2%	5%	2%	-1	0%
CCN1C(=O)/C(=C/c2ccc(N3CCCC3)cc2)NC1=S	-29%	-20%	-31%	8.9µM*	2%	1%	-5%	2	25µM*
